Lipid storage S3 = qHTS Assay for Lipid Storage Modulators in Drosophila S3 Cells | Drosophila S3 cells, BODIPY lipid droplet fluorescence, 18-24 h; cells fed with added oleic acid | Potency in µM for hits, for the others lipid storage change, negative = inhibition, % at the top dose, mostly 46.1 µM | 0.64% of 320,000 active | AID 2685, 2010; active = well fitted inhibition curve with a large enough effect in the signal ratio, with a control signal flat, not every such curve was filed as active; inconclusive = small, poorly fitted or top-dose-only effect, or effect the other way, or a change in a side signal; the % refers to the signal ratio
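Drosophila S3 cells loaded with oleic acid (400 uM, as added) and compounds at several concentrations; lipid droplets imaged by 488-nm laser-scanning cytometry, 500–530 nm intensity and object ratio to cell channel. Percent activity normalized to 20 uM Triacsin C.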
Lipid storage S3 cell count max = also measured in Lipid storage S3; calls as there; cell number change, %; measured here: cell count max response;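 cells counted by Cell Tracker Red CMTPX staining in the red channel; peak over a dose series mostly up to 46.1 µM; percent activity relative to internal control wells on each plate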
* hit, by the source's call. % is scaled to controls: 0 for no effect and ±100 for the full control effect; potency is read from the fitted curve at half-maximal effect. Not all compounds are listed; the hit share may differ from the screen's.

Screening C=CCc1c(OC(C)=O)c2ccccc2n(C)c1=O returned Lipid storage S3 9%.
CCOC(=O)C1CCN(C(=O)c2oc3ccc4c(c3c2C)C(O)CC2(CCCCC2)O4)CC1 (stereo unspecified) was read as Lipid storage S3 inconclusive.
O=C(Cn1c(=O)sc2ccccc21)NCc1ccco1 was read as Lipid storage S3 -1% and Lipid storage S3 cell count max -2.
For COc1ccc(N2C(N)=NC(N)=NC23CCCC3)cc1 the results were Lipid storage S3 10% and Lipid storage S3 cell count max 11.
`O=C(c1nc2ccccn2c1CN1CCN(c2ccccc2O)CC1)N1CCCC1` gave Lipid storage S3 inconclusive.
For CCCC(=O)Nc1cc2c3c(c1)CC(=O)N3CCC2 the results were Lipid storage S3 -15% and Lipid storage S3 cell count max -24.
For COC1=CC(=O)CC(C)C12Oc1c(Cl)c(OC)cc(OC)c1C2=O (stereo unspecified) the results were Lipid storage S3 inconclusive.
CCN1C(=O)c2cccc3c(NC(=O)C(C)(C)C)ccc1c23 was read as Lipid storage S3 inconclusive.
`Cc1ccc(Nc2c(-c3cccnc3)nc3ccc(Br)cn23)cc1` gave Lipid storage S3 -10% and Lipid storage S3 cell count max -24.
`OCCNCCOCCOc1ccccc1-c1ccccc1` gave Lipid storage S3 inactive and Lipid storage S3 cell count max -2.
Screening CCCCOc1ccc(N2C(=O)CC(N(O)c3ccccc3)C2=O)cc1 (stereo unspecified) returned Lipid storage S3 inconclusive.
Screening CCCCCc1ccc(-c2cn(CCCOCc3ccccc3)nn2)cc1 returned Lipid storage S3 inconclusive.

Pulled by structure from the entries so far (2):
CCOC(=O)C1CCN(C(=O)c2oc3ccc4c(c3c2C)C(O)CC2(CCCCC2)O4)CC1 (stereo unspecified) was read as Lipid storage S3 inconclusive.
Screening CCCCCc1ccc(-c2cn(CCCOCc3ccccc3)nn2)cc1 returned Lipid storage S3 inconclusive.

(listing goes on)
`CC(Oc1ccc(Cl)cc1Cl)C(=O)Nc1cccnc1` (stereo unspecified) gave Lipid storage S3 inconclusive.
For CCOC(=O)/C(C#N)=C/c1cccc([N+](=O)[O-])c1 the results were Lipid storage S3 inconclusive.
Screening COc1ccc([C@@H]2C[C@H]3CN(Cc4ccccc4OC)C(=O)[C@]34CCCN24)cc1C returned Lipid storage S3 -9% and Lipid storage S3 cell count max -10.
O=C(c1ccco1)N1CCN(C(=O)c2cc(Cl)nc3ccccc23)CC1 was read as Lipid storage S3 inconclusive.
`CN(C(=O)CSc1nc(-c2ccc(C(C)(C)C)cc2)c(C#N)c(=O)[nH]1)C1CCCCC1` gave Lipid storage S3 inconclusive.
`CCOC(=O)Cc1csc(NC(=O)Cc2ccccc2)n1` gave Lipid storage S3 -6% and Lipid storage S3 cell count max 22.
Screening O=C(NCc1nc(-c2ccc(C(F)(F)F)cc2)no1)Nc1ccc(F)cc1F returned Lipid storage S3 inactive and Lipid storage S3 cell count max 17.
O=S(=O)(Nc1ccc(-c2cn3cccnc3n2)cc1)c1ccccc1 was read as Lipid storage S3 -17% and Lipid storage S3 cell count max 5.
Screening O=C1NC2(CCCCCC2)C(=O)N1Cc1ccc(Br)cc1 returned Lipid storage S3 23% and Lipid storage S3 cell count max -23.
For O=C1c2ccccc2C(=O)N1CSc1nnc(Nc2ccccc2F)s1 the results were Lipid storage S3 -20% and Lipid storage S3 cell count max 3.
`CCN(CC(=O)NCc1ccc(F)cc1)S(=O)(=O)c1ccc(C)cc1` gave Lipid storage S3 inconclusive.
COc1ccc(NS(=O)(=O)c2csc(C(=O)N3CCCC3)c2)c(OC)c1 was read as Lipid storage S3 inconclusive.
`CS(=O)(=O)N1CCN(c2ccccc2NC(=O)Cc2ccccc2)CC1` gave Lipid storage S3 inconclusive.
`CCN(CC)CCNc1nc(-c2ccc(OC(F)F)cc2)c(C)s1` gave Lipid storage S3 inconclusive.
Screening CCCCC(=O)Nc1sc2c(c1C(=O)OCC)CCC(C=O)=C2Cl returned Lipid storage S3 inconclusive.
`Nc1nc2c(ncn2[C@H]2C[C@H](O)[C@@H](CO)O2)c(=O)[nH]1` gave Lipid storage S3 inconclusive.
Cc1ccc(NS(=O)(=O)c2ccc3[nH]c(=O)oc3c2)cc1Cl was read as Lipid storage S3 inconclusive.
Screening Clc1ccccc1OCCCCN1CCNCC1 returned Lipid storage S3 -1% and Lipid storage S3 cell count max 22.
`CCOC(=O)Cc1csc(NC(=O)c2ccc(Cl)nc2)n1` gave Lipid storage S3 -12% and Lipid storage S3 cell count max 1.
Cc1noc(/C=C/c2ccc(-c3ccccc3Cl)o2)c1[N+](=O)[O-] was read as Lipid storage S3 -15% and Lipid storage S3 cell count max 9.
Screening O=C(O)c1cccc(NS(=O)(=O)/C=C/c2ccccc2)c1 returned Lipid storage S3 inconclusive.
`C=CCSc1nc2sc3c(c2c(=O)n1-c1ccc(C)cc1)CCN(C)C3` gave Lipid storage S3 inconclusive.
For Cc1cccc(/C=N/NC(=O)C(C)Nc2cccc3ccccc23)n1 (stereo unspecified) the results were Lipid storage S3 inconclusive.
CCCCOc1ccc(NS(=O)(=O)c2ccc(-n3cnnn3)cc2)cc1 was read as Lipid storage S3 inactive and Lipid storage S3 cell count max -5.
`CC1SC(c2ccc(Cl)cc2Cl)NC1=O` (stereo unspecified) gave Lipid storage S3 -2% and Lipid storage S3 cell count max 1.
Cc1ccc(-n2cc(CNC(C)c3cnn(C)c3)c(-c3ccc(F)cc3)n2)cc1 (stereo unspecified) was read as Lipid storage S3 6% and Lipid storage S3 cell count max -7.
Screening Cc1ccc(S(=O)(=O)NN2C(=O)/C(=C/c3cccc(F)c3)SC2=S)cc1 returned Lipid storage S3 inconclusive.
Screening COc1ccc(NC(=O)CS(=O)CC(=O)Nc2cccnc2)cc1 (stereo unspecified) returned Lipid storage S3 inconclusive.
`Nc1ncc(-c2ccc([N+](=O)[O-])cc2)cn1` gave Lipid storage S3 11% and Lipid storage S3 cell count max 13.
For COCCCNC(=O)CN(c1cc(C(F)(F)F)ccc1Cl)S(C)(=O)=O the results were Lipid storage S3 -8% and Lipid storage S3 cell count max -10.
For CCN(CC)c1ccc2cc(C=O)c(=O)oc2c1 the results were Lipid storage S3 inconclusive.
`Cc1oc(-c2cccc(Cl)c2)nc1CS(=O)(=O)CC(=O)NC1CC1` gave Lipid storage S3 inactive and Lipid storage S3 cell count max -10.
`COCCOC(=O)c1c(C)oc2ccc(OC(=O)c3cccs3)cc12` gave Lipid storage S3 8% and Lipid storage S3 cell count max 2.
Screening CCN(C(=O)CN1CCN(C)CC1)c1c(N)n(Cc2ccccc2)c(=O)[nH]c1=O returned Lipid storage S3 inconclusive.
Screening CN1CCN(CCP(=O)(c2ccccc2)c2ccccc2)CC1 returned Lipid storage S3 inconclusive.
`COC(=O)C1=C(C)N(C)C(=O)/C1=C\c1cccs1` gave Lipid storage S3 5% and Lipid storage S3 cell count max -12.
Screening C[C@H](NC(=O)c1nc[nH]c1C(=O)NCC(=O)OC(C)(C)C)C(=O)OCc1ccccc1 returned Lipid storage S3 -5% and Lipid storage S3 cell count max 20.
`C=C(C)C(=O)N1CC2(CC(c3cccc(NC(=O)c4ccccc4)c3)=NO2)C[C@@H]1C(N)=O` (stereo partly specified) gave Lipid storage S3 inconclusive.
Screening CC(=C/c1ccccc1)/C=N/N1CCN(Cc2ccc(C)cc2)CC1 returned Lipid storage S3 inconclusive.
Screening CCOc1ccc(-n2c(-c3ccc(Br)cc3)c[n+]3c2CCCCC3)cc1 returned Lipid storage S3 inconclusive.
`CSc1ccc(/C=N/n2c(C)cc(C)cc2=O)cc1` gave Lipid storage S3 inconclusive.
`COC(=O)CSc1cc(C)nc2ccc(OC)cc12` gave Lipid storage S3 inactive and Lipid storage S3 cell count max 8.
CSc1nsc2nc(=O)c(/C=C3\C(C)=Nc4ccccc43)c(N)n12 was read as Lipid storage S3 15% and Lipid storage S3 cell count max 20.
COc1ccc(CN2CCN(Cc3ccc(CO)o3)CC2CCO)cc1C (stereo unspecified) was read as Lipid storage S3 inconclusive.
For CCNC(=S)N/N=C(\C)c1ccc2ccccc2c1OC(F)F the results were Lipid storage S3 inconclusive.
For COc1cc(NC2c3ccccc3C(=O)N2Cc2ccccc2Cl)cc(OC)c1OC (stereo unspecified) the results were Lipid storage S3 9% and Lipid storage S3 cell count max 0.
O=C(Nc1ccc(F)cc1)C1CCCO1 (stereo unspecified) was read as Lipid storage S3 6% and Lipid storage S3 cell count max 2.
`CCCSc1nsc(N)n1` gave Lipid storage S3 inconclusive.
`Cc1ccc(NC(=O)OCCN2CCN(Cc3ccccc3)CCC2=O)cc1` gave Lipid storage S3 inconclusive.
Screening COc1cccc(C(=O)Nc2ccc3c(cc2=O)[C@@H](NC(C)=O)CCc2cc(OC)c(OC)c(OC)c2-3)c1 returned Lipid storage S3 inactive and Lipid storage S3 cell count max 11.
Screening CCOc1ccc(N2C(=O)CC(N(CCc3ccc(S(N)(=O)=O)cc3)C(C)=O)C2=O)cc1 (stereo unspecified) returned Lipid storage S3 -2% and Lipid storage S3 cell count max 9.
`CC(C)(C)c1ccc(S(=O)(=O)Nc2cccnc2)cc1` gave Lipid storage S3 14% and Lipid storage S3 cell count max -13.
Cc1cc(C)c2[nH]c(=S)cc(C)c2c1 was read as Lipid storage S3 inconclusive.
`CC(=O)Nc1ccc(NC(=O)C(C)OC(=O)CNS(=O)(=O)c2cccc(Cl)c2)cc1` (stereo unspecified) gave Lipid storage S3 inconclusive.
COC(=O)Cc1ccc(OCC(=O)NC2CCCC2)cc1 was read as Lipid storage S3 8%.
For C=CCN1C(=O)c2ccccc2Sc2ccc(C(=O)NCCC)cc21 the results were Lipid storage S3 13% and Lipid storage S3 cell count max 1.
`CN=C(N)NCCC[C@H](N)C(=O)O` gave Lipid storage S3 -4% and Lipid storage S3 cell count max -3.
For COCCn1c(-c2ccccc2)cnc1SCC(=O)Nc1cccc2ccccc12 the results were Lipid storage S3 inconclusive.
Cc1ccc2nc(NC(=O)CSc3ncnc4c3oc3ccccc34)sc2c1 was read as Lipid storage S3 inactive and Lipid storage S3 cell count max 26.
For COc1c(OC(C)=O)ccc(/C=C/c2ccc3cccc(OC)c3n2)c1[N+](=O)[O-] the results were Lipid storage S3 inconclusive.
Screening COc1cc(C2C(C(=O)N3CCOCC3)=C(C)NC3=C2C(=O)CCC3)ccc1OC(C)=O (stereo unspecified) returned Lipid storage S3 19% and Lipid storage S3 cell count max -7.
For Cc1cccc(NC(=O)c2csnn2)n1 the results were Lipid storage S3 inactive.
For COc1ccc(C(=O)Nc2nc3ccccc3[nH]2)cc1OC the results were Lipid storage S3 1% and Lipid storage S3 cell count max -16.
Screening COC(=O)C(C)Sc1nnc(Cc2cc(=O)[nH]c(=O)[nH]2)n1-c1cc(C)ccc1C (stereo unspecified) returned Lipid storage S3 inconclusive.
Screening CCOc1ccc(C(C)=O)cc1CN1C(=O)C(=O)N(CC)C1=O returned Lipid storage S3 inconclusive.
Screening N/C(=N\OC(=O)Cc1ccc(-c2ccccc2)cc1)c1cccc([N+](=O)[O-])c1 returned Lipid storage S3 inconclusive.
Screening O=C(OCCCOC(=O)c1cc[n+]([O-])cc1)c1cc[n+]([O-])cc1 returned Lipid storage S3 19%.
For CN(Cc1ccccc1F)C(=O)COc1ccc(C(=O)c2ccccc2)cc1 the results were Lipid storage S3 inconclusive.
O=C(CN1CCN(C(=O)CNC(=O)c2ccc3c(c2)OCO3)CC1)Nc1ccc(F)cc1 was read as Lipid storage S3 13% and Lipid storage S3 cell count max -16.
For O=C(Nc1ccc2c(c1)OCCO2)c1cccnc1Oc1ccc(Cl)cc1 the results were Lipid storage S3 inconclusive.
For CCOC(=O)N1CCN(C(=O)c2ccccc2NC(=O)COc2ccccc2)CC1 the results were Lipid storage S3 inconclusive.
For O=C(Nc1ccccn1)c1ccc(C(=O)Nc2ccccn2)cc1 the results were Lipid storage S3 inconclusive.
`CCC(C)NC(=O)Cn1c(COc2ccc(Cl)cc2Cl)nc2ccccc21` (stereo unspecified) gave Lipid storage S3 9% and Lipid storage S3 cell count max 1.
For COc1cc(OC)c(NS(=O)(=O)c2cc(C(=O)OC(C)C(=O)NC3CC3)c(Cl)cc2Cl)cc1Cl (stereo unspecified) the results were Lipid storage S3 inconclusive.
For COc1cccc(OC)c1C(=O)Nc1ccc(Br)c(C(=O)c2ccccc2)c1 the results were Lipid storage S3 inconclusive.
`CCC(C(=O)Nc1ccccc1-c1ccccc1)c1ccccc1` (stereo unspecified) gave Lipid storage S3 inconclusive.

In the list so far, ten have an aryl thioether with sulfur outside any ring:
`CN(C(=O)CSc1nc(-c2ccc(C(C)(C)C)cc2)c(C#N)c(=O)[nH]1)C1CCCCC1` gave Lipid storage S3 inconclusive.
For O=C1c2ccccc2C(=O)N1CSc1nnc(Nc2ccccc2F)s1 the results were Lipid storage S3 -20% and Lipid storage S3 cell count max 3.
`C=CCSc1nc2sc3c(c2c(=O)n1-c1ccc(C)cc1)CCN(C)C3` gave Lipid storage S3 inconclusive.
`CSc1ccc(/C=N/n2c(C)cc(C)cc2=O)cc1` gave Lipid storage S3 inconclusive.
`COC(=O)CSc1cc(C)nc2ccc(OC)cc12` gave Lipid storage S3 inactive and Lipid storage S3 cell count max 8.
CSc1nsc2nc(=O)c(/C=C3\C(C)=Nc4ccccc43)c(N)n12 was read as Lipid storage S3 15% and Lipid storage S3 cell count max 20.
`CCCSc1nsc(N)n1` gave Lipid storage S3 inconclusive.
For COCCn1c(-c2ccccc2)cnc1SCC(=O)Nc1cccc2ccccc12 the results were Lipid storage S3 inconclusive.
Cc1ccc2nc(NC(=O)CSc3ncnc4c3oc3ccccc34)sc2c1 was read as Lipid storage S3 inactive and Lipid storage S3 cell count max 26.
Screening COC(=O)C(C)Sc1nnc(Cc2cc(=O)[nH]c(=O)[nH]2)n1-c1cc(C)ccc1C (stereo unspecified) returned Lipid storage S3 inconclusive.

Assay outcomes (PubChem)
